Screening results: PubChem BioAssay, several laboratories
HCV NS3 hel inh = blocks Hepatitis C virus NS3 helicase unwinding | NS3 helicase DNA unwinding, Cy5 molecular beacon fluorescence | 0.56% of 290,000 active | inhibition, % at 10.9 µM;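 active = inhibition above the mean of all tested compounds plus 3 SD, set per campaign, cut at about 35% in these data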;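 also: 0% = DMSO wells and 100% = thioflavine S control wells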
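test system = hepatitis C virus NS3 helicase domain fragment enzyme | reagent = annealed dual-labelled DNA beacon duplex, ATP-started | times = 1 h at 25 °C | detection = Cy5 fluorescence, 0 and 60 min reads | read-out basis = percent inhibition from t60/t0 fluorescence ratio | control set = DMSO and thioflavine S | replication = one well per compound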
p-CIP stab down = lowers stability of the mouse p/CIP coactivator protein; Q05BA5; F442A p/CIP-EGFP cells, EGFP fluorescence, 16 h; decrease of EGFP signal, % at 10 µM; 0.01% of 290,000 active;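 active = EGFP signal decrease of at least 30% at 10 µM or well 3 SD below plate mean, unless failing retest; inactive = the rest, including hits failing retest or dose response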; also: some compounds called inactive have numbers as strong as hits; many of its hits are not listed in these tables
IDE act = boosts human insulin-degrading enzyme activity in HEK cells | activation, % at 5.96 µM | FAbeta-B cleavage, fluorescence polarization; 0% vehicle, 100% cell-free pure enzyme wells | 0.073% of 340,000 active;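 active = activation above the mean of all tested compounds plus 3 SD, set per screening campaign, cut at about 17% in these data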
PfM18AAP inh = blocks P. falciparum M18 aspartyl aminopeptidase; recombinant PfM18AAP, H-Glu-NHMec fluorogenic cleavage; inhibition, % at 7.35 µM; 1.2% of 290,000 active; AID 1822;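 active = inhibition above the campaign mean inhibition over all tested compounds plus 3 SD, cut at about 28% in these data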;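 also: 0% = plate median of test compound wells and 100% = 2 mM ZnCl2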
SUMO HTRF inh = SUMOylation inhibition | P63279 | HTRF SUMOylation assay, SAE1/SAE2 + UBC9, in vitro | inhibition, % at 35 µM | 0.36% of 290,000 active | AID 2006; in the data active = inhibition above about 50%, passing the limit was not always enough; also: strong numbers were not always called active
IDE cell inh = inhibits human insulin-degrading enzyme in HEK cells. P14735. AID 434962. 0.41% of 320,000 active. FAbetaB cleavage, fluorescence polarization. inhibition, % at 5.59 µM;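 active = percent inhibition above the average of all tested compounds plus 3 SD, set per screening campaign, cut at about 16% in these data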;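 also: IDE supplied by intact live HEK cells; FP after avidin binding of uncleaved biotin substrate so inhibition keeps polarization high; 0% = DMSO wells and 100% = 60 µM reference IDE inhibitor Ii1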
VIM-2 inhibitor = inhibitors of Pseudomonas aeruginosa VIM-2 metallo-beta-lactamase; purified VIM-2, nitrocefin hydrolysis, epi-absorbance fluorescence; inhibition, % at 5.6 µM; 0.89% of 290,000 active; AID 1527;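 active = inhibition above the mean of all tested compounds plus 3 SD, cutoff set per screening run, cut at about 7.5% in these data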;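 also: red hydrolysis product quenches plate fluorescence so inhibitors raise well fluorescence; 0% = enzyme with DMSO and 100% = DMSO without enzyme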
IMP-1 inh = inhibitors of Pseudomonas aeruginosa IMP-1 metallo-beta-lactamase; 0.45% of 290,000 active; inhibition, % at 5.6 µM; purified IMP-1, nitrocefin hydrolysis, epi-absorbance fluorescence;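 active = inhibition above the mean plus 3 SD of all compounds in the same screening run, cut at about 4.5% in these data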;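 also: 0% = IMP-1 with DMSO and 100% = DMSO wells lacking enzyme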
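Test system: recombinant IMP-1 enzyme, purified / Medium: HEPES buffer pH 7.1 with ZnSO4 and Brij 35 / Doses: single dose, 5.6 µM / Times: 25 °C, 15 min preincubation, 25 min reaction / Detection: Epi-absorbance via hydrolysed-nitrocefin quenching of white-plate fluorescence, 480/530 nm, EDTA stop / Evaluation: percent inhibition from optical density relative to buffer-blank wells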
DNA FID counter = fluorescent intercalator displacement, NS3 helicase counter-screen; DNA fluorescent intercalator displacement, fluorescence; inhibition, % at 7.9 µM; 0.17% of 290,000 active; AID 1845; in the data active = inhibition above about 37%;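 also: 0% = vehicle and 100% = reference compound; higher means more ethidium bromide displaced from hairpin DNA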
Numbers without * were called inactive; / = not tested or not shown.

SMILES | HCV NS3 hel inh | p-CIP stab down | IDE act | PfM18AAP inh | SUMO HTRF inh | IDE cell inh | VIM-2 inhibitor | IMP-1 inh | DNA FID counter
CC(C)N1CCN(Cc2cnc(-c3ccccc3)s2)CC1CCO (configuration not stated) | 2 | 4 | 1 | -6 | 13 | 0 | -3.2 | -2.8 | 2
Cc1[nH]c2ccccc2c1/C=C/c1cc[n+](C)cc1 | -2 | -511 | -23 | 2 | 4 | / | 10* | 9.0* | 5
Cc1cc(C)c(NS(=O)(=O)c2ccc3c(c2)NC(=O)C(C)C(=O)N3)c(C)c1 (configuration not stated) | 2 | -18 | 4 | -10 | 7 | -2 | -0.2 | -1.5 | -15
O=S(=O)(c1cccc(-c2nnco2)c1)N1CCCC1 | 6 | 0 | 2 | -3 | 3 | -2 | -3.7 | -2.3 | 1
CCCNS(=O)(=O)c1cc(Br)cc2c1N(C(=O)CC)CC2 | 0 | 4 | 3 | 5 | -13 | 1 | 0.2 | -1.3 | -11
Cc1ccc(/C(O)=C/c2nc3ccccc3oc2=O)cc1 | 10 | -9 | / | 13 | 19 | 3 | 0.5 | -1.5 | -15
COc1cccc2[nH]c(C(=O)NCCCN3CCCC3=O)cc12 | 6 | -19 | 3 | 4 | 34 | 4 | -0.9 | -3.1 | -3
CCCN1CNc2c(c(=O)[nH]c(=S)n2CCc2ccccc2)C1 | 5 | -2 | 2 | -2 | -3 | 0 | -0.3 | -3.1 | 1
COc1ccc(CCNCC(O)c2ccccc2)cc1 (configuration not stated) | -7 | -5 | 2 | 3 | 0 | -1 | -1.0 | -0.6 | 7
Cc1ccc(CNC(=O)CNC(=O)[C@@H]2Cc3ccccc3CN2C(=O)OC(C)(C)C)cc1 | 1 | -14 | -2 | 0 | 2 | -2 | -2.3 | -2.4 | -52
O=C(CN1C(=O)CCSc2ccc(S(=O)(=O)N3CCCC3)cc21)Nc1ccccc1 | -6 | 4 | -2 | -6 | 6 | 9 | -1.7 | -2.9 | -15
O=C(COC(=O)c1ccc(O)cc1)Nc1ccccc1 | 0 | 1 | 2 | -5 | 7 | 2 | 1.1 | -2.3 | -4
CC(=O)Nc1ccc2c(c1)CCC2=O | -5 | -4 | -2 | 0 | 2 | 1 | -1.1 | -0.3 | -1
O=S1(=O)CCOC[C@H](c2ccccc2)N1Cc1ccccc1 | -18 | 8 | 2 | 3 | -5 | 3 | -0.8 | -1.8 | -15
COc1ccc(/C=C2/SC(=O)NC2=O)cc1 | 11 | -4 | -1 | -14 | 10 | 0 | -1.2 | -1.9 | -2
O=C(CCN1C(=O)C2C3C=CC(C3)C2C1=O)NC1CCCc2ccccc21 (configuration not stated) | -2 | 5 | 7 | -1 | -5 | 3 | -5.0 | -1.3 | -5
Cc1ccc(C(=O)O/N=C/c2c(C)nn(C)c2Cl)cc1 | 8 | 1 | 5 | -10 | -10 | 2 | -1.9 | -1.0 | -16
O=C(N/N=C\C=C\c1ccco1)c1cc(-c2ccc3ccccc3c2)n[nH]1 | 18 | -11 | -6 | 0 | 51* | 0 | -1.2 | -3.1 | -4
CCCN(CCC)CCCNC(=O)c1ccc(CS(=O)(=O)c2c(Cl)cccc2Cl)o1 | 5 | 2 | 0 | -7 | -2 | 6 | -2.5 | -3.0 | 5
O=C1CC(Cc2ccccc2)C(=O)N1c1ncccn1 (configuration not stated) | 12 | -9 | 2 | -5 | 1 | 5 | -1.6 | -1.3 | 0
O=C(O)c1cc(-c2cccnc2)nc2ccccc12 | -13 | 0 | 4 | 1 | 14 | 1 | -1.1 | 0.4 | -1
COC(CNC(=O)c1cccc2c1C(=O)N(Cc1cccnc1)C2)OC | -6 | 9 | 4 | -13 | -22 | 2 | -2.7 | -1.8 | -1
COc1ccc(N(CC(=O)N2CCCCCC2)S(=O)(=O)c2c(C)[nH]c(=O)[nH]c2=O)cc1 | 3 | 5 | -2 | 1 | 20 | 2 | 1.7 | -1.9 | -8
CN1CCN(S(=O)(=O)c2ccc(NC(=O)c3cccc(S(=O)(=O)N4CCCC4)c3)cc2)CC1 | -15 | 1 | 5 | 0 | 1 | -3 | 1.6 | -1.8 | 14
CCC(C)NCCOc1ccc(C)cc1[N+](=O)[O-] (configuration not stated) | -5 | 2 | 1 | 1 | 3 | / | -3.0 | -3.0 | 15
CCSCCOC(=O)C1=C(C)N(C)C(=O)NC1c1ccc2c(c1)OCO2 (configuration not stated) | -3 | -8 | 5 | 1 | 8 | 1 | -0.8 | -1.4 | -24
Cc1cc(S(=O)(=O)N2CCCCCC2)c(Cl)cc1Cl | -3 | -4 | 2 | 10 | -21 | 1 | -3.0 | -2.3 | -10
Cc1cccc(NC(=O)C[n+]2ccc(N(C)C)cc2)c1 | -7 | -10 | 5 | 2 | 11 | 9 | -3.5 | -3.4 | 6
CS(=O)(=O)N1CCN(c2cccc(Cl)n2)CC1 | 1 | -5 | 1 | 0 | 12 | -1 | -1.8 | -4.6 | -5
COC(=O)CSc1n[nH]c(-c2cccnc2)n1 | 0 | 7 | 7 | -8 | -16 | -8 | -0.7 | -2.9 | -1

Retrieved one by one from the entries so far:
SMILES | HCV NS3 hel inh | p-CIP stab down | IDE act | PfM18AAP inh | SUMO HTRF inh | IDE cell inh | VIM-2 inhibitor | IMP-1 inh | DNA FID counter
CCSCCOC(=O)C1=C(C)N(C)C(=O)NC1c1ccc2c(c1)OCO2 (configuration not stated) | -3 | -8 | 5 | 1 | 8 | 1 | -0.8 | -1.4 | -24
CCC(C)NCCOc1ccc(C)cc1[N+](=O)[O-] (configuration not stated) | -5 | 2 | 1 | 1 | 3 | / | -3.0 | -3.0 | 15

(cont.)
SMILES | HCV NS3 hel inh | p-CIP stab down | IDE act | PfM18AAP inh | SUMO HTRF inh | IDE cell inh | VIM-2 inhibitor | IMP-1 inh | DNA FID counter
Cc1ccc2[nH]c3nc(NN)nnc3c2c1 | -26 | 7 | 3 | 31* | -17 | / | 0.1 | 0.4 | -3
O=C(COc1ccccc1Cl)NCc1nc(-c2ccccc2)no1 | 17 | 0 | -3 | -1 | 1 | -3 | -2.4 | -1.1 | -30
CC1CCc2sc3ncn4nc(C(=O)NCc5ccco5)nc4c3c2C1 (configuration not stated) | -1 | -1 | -2 | -7 | 16 | 1 | 1.2 | -0.8 | 1
Cc1ccccc1NC(=O)CCCNC(=O)c1ccc(Cl)cc1 | 2 | -9 | 5 | -2 | 12 | -4 | 1.6 | 0.3 | -9
CC(C)(C)C(=O)Cn1ncc(Cl)c(Cl)c1=O | 11 | -4 | 3 | -13 | -4 | / | -2.1 | -3.8 | 1
CCOc1ccc(N2C(=O)S/C(=C\c3cccn3C)C2=O)cc1 | 11 | -4 | -1 | 8 | 15 | 4 | -2.4 | -1.8 | -2
O=[N+]([O-])c1ccccc1S(=O)(=O)N1CCN(Cc2ccc3c(c2)OCO3)CC1 | -4 | -10 | 2 | 1 | 12 | 0 | 0.5 | 0.9 | 11
Cc1cc(N)n2ncc(-c3cccc(Br)c3)c2n1 | -23 | 10 | 1 | 18 | 19 | -4 | -2.6 | -5.2 | 24
Clc1ccc(CNCCCSc2ncccn2)cc1 | -9 | -1 | -3 | -1 | 6 | 1 | -1.4 | -2.5 | 3
Cc1ccc(CSCCNC(=O)c2ccc(NS(C)(=O)=O)cc2)cc1 | 3 | -1 | -1 | 4 | 12 | 3 | -3.0 | -1.1 | -10
O=C(Nc1ccccc1F)c1ccc(Cn2cc(Br)cn2)cc1 | 5 | -8 | 2 | -2 | 3 | 1 | -3.1 | -2.4 | -15
COc1cc(CN2CCNC(=O)C2CC(=O)NC2CCC2)cc(OC)c1 (configuration not stated) | -4 | -4 | 7 | 1 | 9 | -2 | 0.2 | -0.3 | -12
CCOC(=O)c1c(NC(=O)C2COc3ccccc3O2)sc(C(C)=O)c1C (configuration not stated) | 1 | -7 | 5 | -12 | 26 | -3 | 0.5 | 0.8 | 4
CCOC(CNC(=O)c1ccc(N2CCc3ccccc32)c([N+](=O)[O-])c1)OCC | 0 | -4 | 3 | -13 | -6 | 4 | -1.5 | -1.6 | 3
COc1ccccc1CNC(=O)C1CCC(CNc2c(N3CCC(C)CC3)c(=O)c2=O)CC1 (configuration not stated) | 0 | 6 | 4 | 2 | 6 | 6 | -2.9 | -2.8 | -41
O=C(NNC(=O)C12CC3CC(CC(C3)C1)C2)c1ccccn1 | -11 | 1 | 9 | 14 | 1 | 8 | -3.0 | -2.9 | -9
CCN1CCN(C(=S)Nc2ccc3nc(N4CCN(C)CC4)cc(C)c3c2)CC1 | 14 | -1 | 1 | -4 | 10 | 7 | 3.5 | 0.3 | 32
CCOC(=O)c1sc(NC(=O)CSc2nc3c(c(=O)n2-c2ccc(F)cc2)SCC3)c(C(=O)OCC)c1C | -11 | 2 | / | -3 | 14 | / | -2.3 | -2.3 | -4
O=S1(=O)CCC(NC(=S)SCc2ccccc2Br)C1 (configuration not stated) | 15 | 9 | 1 | 0 | 13 | / | 1.3 | 1.3 | 2
CCN(CC)C(=O)CSc1nnc(CCCCCNC(=O)OC(C)(C)C)o1 | 4 | 6 | 3 | 4 | 24 | 6 | -1.7 | -2.9 | -33
CC1(C)CC(=O)C2=C(C1)OC(c1ccncc1)C(C#N)=C2N (configuration not stated) | 13 | -10 | 1 | -7 | -13 | 5 | -0.4 | -6.9 | 5
CC1CCCN(c2ccc(C(=O)NCc3cccs3)cn2)C1 (configuration not stated) | 1 | -6 | 1 | 4 | 14 | -1 | -5.7 | -2.8 | -17
CCc1nnc(NC(=O)COc2ccc3ccccc3c2)s1 | 3 | -5 | 0 | -7 | -1 | 6 | -0.7 | -3.0 | -28
Cc1cc(=O)oc2cc(OCC(=O)NCC3CCCO3)ccc12 (configuration not stated) | 0 | -3 | -2 | 8 | 20 | 2 | -1.1 | -2.4 | -1
CC(=O)Nc1ccc(S(=O)(=O)N(Cc2cccnc2)Cc2cc3ccc(C)cc3[nH]c2=O)cc1 | -10 | -9 | 1 | -4 | 5 | 5 | 1.2 | -2.5 | -28
CC(Cc1cccs1)NC(=O)Nc1ccc([N+](=O)[O-])cc1 (configuration not stated) | 12 | 11 | 1 | 2 | -16 | -4 | -3.5 | -2.5 | 8
Cc1cc(Cl)ccc1NC(=S)NCCc1ccc(Cl)cc1 | 7 | -6 | 2 | -6 | 8 | 11 | -3.1 | -4.0 | -14
C#CCOCCOCCOCCNc1nc(N2CCN(C(=O)[C@H]([C@@H](C)CC)n3cc([C@@H](N)CC(C)C)nn3)CC2)nc(N2CCN(C(=O)[C@H](CCCCN)n3cc([C@@H](N)CC(C)C)nn3)CC2)n1 | -64 | -6 | 6 | -1 | 5 | -2 | -0.5 | -1.6 | 38*
COC(=O)c1ccc(CSc2nc(-c3ccc(OC)cc3)nc3c2c(=O)n(C)c(=O)n3C)o1 | -6 | / | / | -7 | / | / | -3.8 | -0.9 | 1
Cc1ccc(-n2[nH]c(C)c(/C=N/N3C(=O)c4cccc5cccc(c45)C3=O)c2=O)cc1 | -5 | 5 | / | 3 | 43 | 0 | 0.7 | -2.9 | 2
Cc1ccc(Cn2c(/C=C/c3ccco3)nc3ccccc32)cc1 | 43* | -14 | 1 | 2 | 28 | 2 | -3.1 | -3.1 | -18

Random draw from the library; 3.6% or so of the library scored in one or more.
